# Compound activity (PubChem BioAssay)
# Lipid droplet = inhibitors of hepatocyte lipid droplet formation, primary screen, imaging, high-throughput imaging, BODIPY stain. actives 0.4% (n = 240,000). inhibition, % at 6.5 µM. AML12 mouse hepatocytes, oleate lipid droplets;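 active = lipid droplet intensity inhibited by at least 50%, with more than 500 cells counted; inconclusive = wells with under 300 cells, treated as cytotoxic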
#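 Technique: fluorescence imaging, 20x objective, two fields per well / Assay system: AML12 hepatocytes (mouse) / Measure: % inhibition of lipid droplet signal / Doses: 6.5 µM single-point dosing / Incubation: overnight exposure / Reagent: 100 µM oleic acid challenge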
# K1F lysis inhibition = inhibition of K1F phage lysis, E. coli UTI89, bacterial capsule biogenesis inhibitors, alamar blue (AID 488966); actives 0.02% (n = 340,000); one-dose inhibition, % at 100 µM; IC50 in µM for titrated hits; E. coli UTI89 K1F phage lysis, alamar blue, 2 h; higher % means a stronger effect;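 active = phage lysis inhibition, versus mean bacterial control, above a set limit; inconclusive = no clear call, values can overlap the other calls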;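 also: capsule biogenesis inhibitors block K1F phage lysis so surviving cells raise fluorescence; higher fluorescence means more inhibition of phage lysis; actives were called in the ten point dose series up to 300 µM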
# CSM14.1 death rescue = rescue of cells from ER stress-induced death, primary screen, 384-well, CSM14.1, thapsigargin, ATP luminescence (AID 1222); CSM14.1 thapsigargin-induced death rescue, ATP luminescence; higher % means a stronger effect; one-dose cellular ATP content (survival), % at 20 µM; EC50 in µM for titrated hits; 190,000 tested, under 10 active;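 active = EC50 below 50 µM in the dose-response confirmation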;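 also: death triggered by thapsigargin at about 15 µM added after 2 h compound pretreatment; cell ATP read after overnight thapsigargin exposure of roughly 18 to 22 hours; normalized against plate controls of thapsigargin alone and 5% DMSO vehicle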
# WT yeast gro inh = growth inhibition of WT strain, primary screen, mitochondrial fusion inhibitor project, WT and mutant strains, chemical genetic; mitochondrial fusion phenotypic screen; inhibition, % at 10 µM; actives 2.1% (n = 190,000); in the data active = inhibition above about 58%; tested in S. cerevisiae
# TNAP activators = human TNAP enzyme activators, primary screen, biochemical, luminescent, no phosphate acceptor, uHTS (AID 1001). Alkaline phosphatase, tissue-nonspecific isozyme (Homo sapiens). purified TNAP, luminescent activation assay, no phosphate acceptor; higher activation fold means a stronger effect. activation fold at 20 µM; hits with a dose series show EC50 in µM. actives 0.03% (n = 200,000); in the data active = activation fold from about 3, or a potency from the dose series; inactive = the rest, 99 in 100 with activation fold below about 1.6; also: many of its hits are not listed in these tables
# human PMI inhibition = inhibitors of human PMI, primary screen, biochemical, fluorescence intensity, coupled assay (AID 1209). Mannose-6-phosphate isomerase (Homo sapiens). purified PMI enzyme, coupled fluorescence intensity; higher % means a stronger effect. inhibition, % at 20 µM, or IC50 in µM where a hit was titrated. actives 0.42% (n = 190,000);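 also: plate controls were DMSO vehicle for no effect and wells lacking substrate for full effect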
# Myeloid diff 2 = induction of myeloid progenitor differentiation, primary screen, cell-based, flow cytometry, MLPCN library; ER-HoxA9 myeloid progenitors, lysozyme-GFP differentiation; calls only at 10 µM; actives 1% (n = 360,000); AID 624256, 2012;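 active = normalized GFP-positive differentiation at or above the plate's own cutoff, the solvent-only control mean plus 3 SD; inconclusive = no clear call, values can overlap the other calls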;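 also: cells exposed to compound for four days before flow analysis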
# PMI inhibition = human PMI inhibitors, high substrate, primary screen, biochemical, fluorescence intensity, high mannose 6-phosphate (AID 1220); Mannose-6-phosphate isomerase (Homo sapiens); recombinant PMI enzyme, coupled fluorescence intensity; higher % means a stronger effect; one-dose inhibition, % at 20 µM; IC50 in µM for titrated hits; actives 0.66% (n = 190,000)
# P. falciparum M1AAP = P. falciparum M1AAP inhibitors, biochemical, fluorogenic H-Leu-NHMec substrate, 1536-well (AID 1445) | Aminopeptidase N (Plasmodium falciparum (isolate 3D7)) | recombinant M1AAP, H-Leu-NHMec fluorogenic kinetic assay; higher % means a stronger effect | one-dose inhibition, % at 30 µM; IC50 in µM for titrated hits | actives 0.42% (n = 220,000);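 active = primary inhibition above the hit cutoff, then over 50% inhibition at one or more dose response concentrations, cut at about 23% in these data, passing the limit was not always enough; inconclusive = conflicting primary data, or primary hits not chosen for dose response; inactive = low primary inhibition, or under 50% at every dose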;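 also: plate controls were DMSO full reaction for no effect and no enzyme background for full effect; strong numbers were not always called active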
# WT yeast gro inh mutant strain = recorded beside WT yeast gro inh, whose call it bears; inhibition, %; mitochondrial fusion phenotypic screen, mutant strain inhibition
# Lipid droplet cells 6.5 µM = further read-out of Lipid droplet, marked with its call; cell count; measured here: cell count, cytotoxicity flag;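 cells counted across two imaged fields per well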
# Myeloid diff 2 GFP+ MAC1+ % = further read-out of Myeloid diff 2, marked with its call; GFP+ MAC1+ double positive, %; measured here: differentiation confirmed by MAC1 staining
# Numbers without * were called inactive; i = inactive; ? = inconclusive; · = no result given; [ ] = dose if it differs, or a comment. Rule as the data show it, unless noted: active = inhibition above about 50%; inactive = the rest.
SMILES,Lipid droplet,Lipid droplet cells 6.5 µM,K1F lysis inhibition,CSM14.1 death rescue,WT yeast gro inh,WT yeast gro inh mutant strain,TNAP activators,human PMI inhibition,Myeloid diff 2,Myeloid diff 2 GFP+ MAC1+ %,PMI inhibition,P. falciparum M1AAP
COCCOC(=O)C1=C(C)NC2=C(C(=O)CCC2)C1c1cc2c(cc1Br)OCO2 (stereo unspecified),·,·,1.9%,2.8%,6,1,1.1,0%,i,1.3,4%,2%
COc1ccc(NC(=O)CSc2nc(N)c3cc4c(nc3n2)CC(C)(C)OC4)cc1,-1,711,-0.9%,·,·,·,·,·,i,0.6,·,4%
CC(=O)Nc1ccccc1NC(=O)c1cc(C)cc(C)c1,-1,726,2.9%,-0.9%,-9,3,1,-6%,i,0.1,-7%,-1%
O=C(/C=C/c1cccs1)N1CCC2(CC1)Oc1ccc(Cl)cc1C(=O)C21CC(c2cccnc2)=NO1 (stereo unspecified),30,714,0.3%,·,·,·,·,·,i,1.0,·,6%
Cc1cc(C)c(NC(=O)c2ccoc2C)c(C)c1,8,741,1.1%,-0.8%,5,-12,1,-2%,i,0.5,-5%,5%
CN(C)CCC(=O)NCC1OCCc2ccccc21 (stereo unspecified),-6,800,0.6%,3.0%,-6,5,1.1,-6%,i,0.8,-4%,1%
CC(Sc1nnc(-c2cccnc2)n1-c1ccccc1)C(=O)NCc1ccc2c(c1)OCO2 (stereo unspecified),-19,713,1.2%,-3.1%,7,-1,1.1,15%,i,6.3,10%,1%
COC(=O)c1cc(NC(=O)c2cccc([N+](=O)[O-])c2C)ccc1Cl,2,738,0.5%,-0.9%,6,14,1.1,13%,i,1.1,14%,1%
CC(C)COc1ccc(S(=O)(=O)NNC(=O)c2cc3ccccc3o2)cc1,34,643,-2.4%[50 µM],-2.1%,25,-3,1.2,23%,i,0.8,16%,8%
CCOc1ccc(S(=O)(=O)NCc2ccccc2OC)cc1,8,697,0.4%,-0.2%,10,19,1.1,5%,i,1.0,3%,1%
Cc1cc(C)nc(NC(=O)CSc2nccc(C)n2)n1,11,721,0.1%,1.5%,-2,-6,1.1,12%,i,0.2,7%,0%
Nc1c(N2CCCC2)cc(Cl)c2nonc12,·,·,-0.1%,-3.5%,-15,7,0.9,50%,i,2.2,55%*,8%
Cc1cccc(NC(=O)c2nc[nH]c2C(=O)N[C@@H](CC(C)C)C(=O)OCc2ccccc2)c1,-13,737,2.5%,·,·,·,·,·,i,1.3,·,-17%
CC(c1ccccc1)C1CC(=O)N(c2ccc(C(=O)O)cc2)C1=O (stereo unspecified),0,817,0.1%,-3.7%,2,8,1.1,8%,i,5.2,-1%,20%
COc1cccc(C(=O)CSc2nnc(-c3cc(OC)cc(OC)c3)o2)c1,·,·,0.4%[50 µM],-1.1%,-4,-13,1.1,2%,i,6.1,3%,14%

# Printed as active in PMI inhibition, of those listed so far:
compound	WT yeast gro inh mutant strain	TNAP activators	human PMI inhibition	Myeloid diff 2 GFP+ MAC1+ %	PMI inhibition	P. falciparum M1AAP
Nc1c(N2CCCC2)cc(Cl)c2nonc12	7	0.9	50%	2.2	55%*	8%

# 3 compounds already listed, sorted by SMILES length, low to high:
SMILES,Lipid droplet,Lipid droplet cells 6.5 µM,K1F lysis inhibition,CSM14.1 death rescue,WT yeast gro inh,WT yeast gro inh mutant strain,TNAP activators,human PMI inhibition,Myeloid diff 2,Myeloid diff 2 GFP+ MAC1+ %,PMI inhibition,P. falciparum M1AAP
Nc1c(N2CCCC2)cc(Cl)c2nonc12,·,·,-0.1%,-3.5%,-15,7,0.9,50%,i,2.2,55%*,8%
CC(=O)Nc1ccccc1NC(=O)c1cc(C)cc(C)c1,-1,726,2.9%,-0.9%,-9,3,1,-6%,i,0.1,-7%,-1%
COC(=O)c1cc(NC(=O)c2cccc([N+](=O)[O-])c2C)ccc1Cl,2,738,0.5%,-0.9%,6,14,1.1,13%,i,1.1,14%,1%

# (listing goes on)
SMILES,Lipid droplet,Lipid droplet cells 6.5 µM,K1F lysis inhibition,CSM14.1 death rescue,WT yeast gro inh,WT yeast gro inh mutant strain,TNAP activators,human PMI inhibition,Myeloid diff 2,Myeloid diff 2 GFP+ MAC1+ %,PMI inhibition,P. falciparum M1AAP
Cc1ccc(-c2nc3cnccn3c2Nc2ccccc2)o1,·,·,-0.4%,-0.2%,4,-1,0.9,-3%,i,2.2,22%,4%
Fc1ccc(CNCc2ccccc2Cl)cc1,-16,686,-0.2%,-1.6%,2,-34,1.1,-15%,i,0.4,-18%,-3%
COC(=O)c1cccc(NS(=O)(=O)c2ccc(OC)c(OC)c2)c1C,7,820,4.8%,4.4%,3,-27,1,-6%,i,4.2,-6%,1%
O=C(CSc1nc2c(c(=O)n1-c1ccc(Cl)cc1)SCC2)NCC1CCCO1 (stereo unspecified),-21,594,0.3%,1.1%,-5,-10,1.1,11%,i,1.2,10%,58µM*
COc1ccc(NC(=O)Nc2ccc(N3CCCC3=O)cc2)cc1OC,-8,766,0.1%,-0.9%,-4,-2,1,4%,i,4.1,-3%,4%
C/C(=N\NC(=O)Cc1ccc(Cl)cc1)c1ccccn1,·,·,2.1%,19%,11,-8,1,2%,?,·,0%,-3%
CCC(=O)N1COC[C@@H]1Cc1ccccc1,17,744,0.1%,-2.8%,-6,16,1.1,4%,i,0.3,3%,-1%
CC1=NN(c2nc3ccccc3s2)C(O)(C(F)(F)F)C1 (stereo unspecified),2,802,-0.9%,·,·,·,·,·,i,0.5,·,-4%
NS(=O)(=O)c1ccc(CNC(=S)NC2CCCCC2)cc1,19,787,-1.2%[50 µM],·,·,·,·,·,i,0.4,·,5%
CCn1c(C2CCN(Cc3ccccc3)CC2)n[nH]c1=S,-5,711,0.2%,·,2,0,0.9,-10%,i,0.8,-4%,-1%
COc1ccccc1/C=C/CN1CCC(CO)(Cc2ccccc2)CC1,-23,668,-0.7%,-2.8%,8,4,1,·,i,0.0,·,1%
CCCn1c(Sc2nnnn2-c2ccccc2)n[nH]c1=O,·,·,1.0%,0.7%,-2,-2,1.1,-2%,i,1.5,-6%,16%
O=C(CSc1nc2[nH]ncc2c(=O)n1-c1ccccc1Br)NCc1ccco1,0,705,2.8%,-2.8%,-14,-10,1.1,3%,i,6.2,-17%,6%
O=C(O/N=C1\CCCc2ccccc21)c1ccc(F)cc1,4,704,0.4%,-2.2%,22,10,1.2,-5%,i,0.6,-4%,6%
CCOc1ccc(NS(=O)(=O)c2ccc3[nH]cc(C(=O)NCCOC)c(=O)c3c2)cc1,-3,739,-1.9%,-0.5%,-14,-11,1,-11%,i,0.6,-8%,14%
N#Cc1c(/N=C/c2ccc(Br)s2)sc2c1CCC2,-2,762,0.4%,-0.1%,-14,-10,1,13%,i,0.4,19%,3%
NS(=O)(=O)c1ccc(CCNC(=O)c2ccc(Br)s2)cc1,-4,729,-0.2%,2.6%,12,5,1.1,-25%,i,0.2,-12%,2%
COc1cc(OC)c(/C=N/NC(=O)c2ccncc2)cc1Br,0,739,·,-1.2%,-2,4,1,-23%,i,0.4,-19%,7%
Oc1ccc(Cl)cc1C1=NNC(c2cc(Br)cc3c2OCOC3)C1 (stereo unspecified),1,612,-0.6%,-1.1%,36,24,1,-26%,i,0.0,-24%,6%
CCCc1nc2ccccc2n1CCOC,18,852,0.8%,-1.2%,-6,3,1.1,-12%,i,0.7,-10%,-5%
Cc1ccccc1CSCC(=O)Nc1c(C)n(C)n(-c2ccccc2)c1=O,1,712,0.9%,-1.6%,13,2,1,0%,i,0.3,2%,0%
Cc1cc2oc(=O)cc(CN3CCN(Cc4ccccc4)CC3)c2cc1Cl,·,·,3.2%,1.2%,-1,-2,1,16%,i,0.8,5%,4%
O=C(N1CCOCC1)N1CCN(c2ccccc2)CC1,·,·,0.5%,-0.8%,13,13,1.1,5%,i,1.2,0%,-1%
CCOCCn1c(CN2CCC(Cc3ccccc3)CC2)nc2c1c(=O)n(C)c(=O)n2C,·,·,0.3%[50 µM],-2.4%,·,·,1,12%,i,6.2,16%,·
C#CCOCCOCCOCCNc1nc(N2CCN(C(=O)[C@H]([C@@H](C)CC)n3cc([C@@H](N)Cc4ccc(O)cc4)nn3)CC2)nc(N2CCN(C(=O)[C@H](CCCCN)n3cc([C@@H](N)CC(C)C)nn3)CC2)n1,8,714,·,1.4%,-7,5,1.2,-22%,·,·,-20%,3%
Cn1nc(C(F)(F)F)c(C(=O)Nc2ccc(F)cc2F)c1Sc1ccc(C(F)(F)F)cc1,·,·,1.7%,1.4%,13,20,1.1,-7%,i,1.3,5%,4%
COc1ccc(C(=O)N=c2sc3ccccc3n2C)cc1,2,673,2.4%,-1.7%,4,9,1.1,13%,i,1.4,18%,1%
O=C(NNC1=C(C(=O)C(F)(F)F)CCC1)c1ccncc1,5,736,-0.9%,-0.3%,-4,17,1.1,-19%,i,0.6,-9%,16%
Cc1ccc(NC(=S)NCC2CCN(C(C)c3ccccc3)C2)cc1C (stereo unspecified),7,726,0.2%,1.7%,15,11,1.2,-4%,i,0.1,-7%,0%

# Whole records, quoted from the list. Order of values: Lipid droplet, Lipid droplet cells 6.5 µM, K1F lysis inhibition, CSM14.1 death rescue, WT yeast gro inh, WT yeast gro inh mutant strain, TNAP activators, human PMI inhibition, Myeloid diff 2, Myeloid diff 2 GFP+ MAC1+ %, PMI inhibition, P. falciparum M1AAP
# Profile of `C#CCOCCOCCOCCNc1nc(N2CCN(C(=O)[C@H]([C@@H](C)CC)n3cc([C@@H](N)Cc4ccc(O)cc4)nn3)CC2)nc(N2CCN(C(=O)[C@H](CCCCN)n3cc([C@@H](N)CC(C)C)nn3)CC2)n1` → 8, 714, ·, 1.4%, -7, 5, 1.2, -22%, ·, ·, -20%, 3%
# Profile of `COc1ccc(C(=O)N=c2sc3ccccc3n2C)cc1` → 2, 673, 2.4%, -1.7%, 4, 9, 1.1, 13%, i, 1.4, 18%, 1%
# Profile of `Cc1ccc(NC(=S)NCC2CCN(C(C)c3ccccc3)C2)cc1C` (stereo unspecified) → 7, 726, 0.2%, 1.7%, 15, 11, 1.2, -4%, i, 0.1, -7%, 0%
# Profile of `NS(=O)(=O)c1ccc(CCNC(=O)c2ccc(Br)s2)cc1` → -4, 729, -0.2%, 2.6%, 12, 5, 1.1, -25%, i, 0.2, -12%, 2%
